# TIM10 inh: growth inhibitors of isogenic TIM10 control yeast, primary screen, counter-screen for tim10-1 yeast inhibitor project, luminescence, uHTS; 330,000 compounds, 1.4% hits; S. cerevisiae TIM10 strain growth, BacTiter-Glo luminescence, 24 h; inhibition, % at 10 µM; AID 463195, 2010;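 active = inhibition of 40% or more at the single tested concentration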;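 note: wild-type TIM10 isogenic control strain grown at permissive 25 °C; 0% = DMSO yeast wells and 100% = minimal medium wells without yeast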
# Mdm2-MdmX inh: inhibitors of human Mdm2-MdmX association, primary screen, cell-based, luminescence, split luciferase, SaOS-2, uHTS; SaOS-2 split-luciferase Mdm2/MdmX complementation; inhibition, % at 8 µM; 330,000 compounds, 3% hits;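 active = inhibition of at least 50% at 8 µM in the primary screen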
# CHOP UPR activ: activators of apoptotic CHOP UPR arm, primary screen, cell-based, CHO-CHOP luciferase reporter, luminescence, uHTS; UPR activation; percent of tunicamycin response over DMSO baseline; activation, % at 10 µM; 330,000 compounds, 0.34% hits; AID 449763, 2010;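 active = at 10 µM dose, activation of 40% or more, normalized to positive control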;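 note: 100% = tunicamycin at 10 µg/mL and 0% = DMSO alone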
#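 measured by = luciferase luminescence | assay system = CHO-CHOP cells, stable luciferase reporter of PERK-eIF2a-CHOP signalling | amount = 500 reporter cells seeded per well | timing = 6 h compound exposure at 37 °C after overnight seeding | controls = positive tunicamycin 10 µg/mL, negative DMSO alone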
# tim10-1 inh: growth inhibitors of tim10-1 mutant yeast, primary screen, luminescence, uHTS | S. cerevisiae tim10-1 ts strain growth, BacTiter-Glo, 24 h | 330,000 compounds, 2.2% hits | inhibition, % at 20 µM;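 active = inhibition of at least 40%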;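 note: mutant grown at 25 °C; 0% = DMSO wells with yeast and 100% = wells holding no yeast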
# GRIN3A LBD mod: binders of NR3A ligand-binding domain, primary screen, biophysical, differential scanning fluorimetry, uHTS; Glutamate receptor ionotropic, NMDA 3A (GRIN3A) ligand-binding domain; NR3A LBD differential scanning fluorimetry, Tm shift; 0% = protein alone, 100% = glycine-bound protein; Tm shift relative to glycine control, % at 25 µM; 340,000 compounds, 2.5% hits; AID 1259313, 2017;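 active = melting temperature shift of at least 10% of the positive control shift, at one fixed dose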
# APJ agonist: agonists of human apelin receptor APJ, primary screen, CHO-K1 cells, PathHunter beta-arrestin, luminescence; 0% DMSO wells, 100% apelin; 330,000 compounds, 0.11% hits; activation, % at 20 µM; AID 2520, 2010; P35414;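 active = activation more than six SD over the plate average, tested at 20 µM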;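 note: 0% = DMSO alone and 100% = apelin-13 at 10 nM; some results filed as inactive read as strong as hits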
# Target sequence (P35414 whole entry, looked up): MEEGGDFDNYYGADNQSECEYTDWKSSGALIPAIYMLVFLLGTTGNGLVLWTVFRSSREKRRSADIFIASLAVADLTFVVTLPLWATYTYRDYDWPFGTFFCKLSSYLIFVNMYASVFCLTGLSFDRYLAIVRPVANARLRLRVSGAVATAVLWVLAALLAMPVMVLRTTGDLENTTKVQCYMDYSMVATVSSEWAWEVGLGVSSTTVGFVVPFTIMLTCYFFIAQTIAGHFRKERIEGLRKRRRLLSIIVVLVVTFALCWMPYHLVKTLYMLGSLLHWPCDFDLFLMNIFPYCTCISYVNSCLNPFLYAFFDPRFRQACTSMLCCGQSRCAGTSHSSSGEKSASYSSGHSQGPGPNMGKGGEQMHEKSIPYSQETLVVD
#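 system = engineered CHO-K1 APJ arrestin reporter cells | input = 1000 cells per well | timing = overnight seeding, 90 min compound at 25 °C, 1 h detection | measured by = enzyme-fragment complementation luminescence | read-out = beta-arrestin recruitment to APJ as agonist activity, luminescent signal | control set = negative DMSO alone, positive Apelin-13 at 10 nM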
# UPR XBP1 act: activators of adaptive XBP1 UPR arm, primary screen, cell-based, CHO-XBP1 luciferase reporter, luminescence, uHTS; IRE1-XBP1 UPR activation; percent of tunicamycin response, DMSO as zero; activation, % at 20 µM; 330,000 compounds, 0.33% hits; AID 463104, 2010;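 active = versus positive control, 20 µM dose yields 30% or more activation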;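 note: 100% = tunicamycin at 10 µg/mL and 0% = DMSO only wells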
#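 Signal: luciferase luminescence; Assay system: CHO-XBP1 luciferase reporter cells; Amount: one thousand reporter cells per well; Dosing: 20 µM single concentration, DMSO 1%; Benchmarks: high control tunicamycin 10 µg/mL final, low control DMSO vehicle only; Schedule: 6 h compound exposure at 37 °C, 5% CO2; Evaluation: percent activation relative to tunicamycin reference.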
# NALP3 yeast inh: NALP3 inflammasome inhibitors in reconstituted yeast, primary screen, luminescence, uHTS; AID 2825, 2010; Yeast reconstituted NLRP3/ASC/caspase-1, beta-gal luminescence, 24 h; 330,000 compounds, 0.39% hits; inhibition, % at 10 µM;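 active = inhibition of 50% or more; inactive = inhibition below 50%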;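 note: plate controls were induced DMSO wells for no effect and uninduced yeast grown without galactose for full effect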
# tim23-1 inh: growth inhibitors of tim23-1 mutant yeast, primary screen, luminescence, uHTS. 330,000 compounds, 1.3% hits. S. cerevisiae tim23-1 growth, BacTiter-Glo luminescence, 24 h. AID 463212, 2010. inhibition, % at 20 µM;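 active = growth inhibition of the mutant yeast at or above 50%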;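 note: temperature-sensitive mutant grown at 25 °C; plate controls were DMSO-treated mutant yeast for no effect and medium wells lacking yeast for full effect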
# Numbers without * were called inactive.
# Values run as follows: UPR XBP1 act, Mdm2-MdmX inh, tim10-1 inh, CHOP UPR activ, tim23-1 inh, TIM10 inh, GRIN3A LBD mod, NALP3 yeast inh, APJ agonist
CC(NC(=O)c1ccc(C(C)(C)C)cc1)C(=O)O (stereo not drawn)
 : -2, -6, 1, -1.3, -10, 1, 2, 5, -1
COc1ccc(-c2nc(=S)c3c(n2Cc2cccnc2)CC(C)(C)OC3)cc1
 : -2, -6, -12, 1.2, -1, -10, 0, 20, -2
Cc1ccnc(NC(=S)N2CCN(c3cccc(C(F)(F)F)c3)CC2)c1
 : 7, 75*, 43*, 2.3, 39, 39, 0, -7, -5
C=CCN(c1ccccc1OC)S(=O)(=O)c1cccc(C(=O)NC2=NCCS2)c1
 : 0, 21, 16, -0.9, 25, 17, -1, 1, -1
O=C(CSc1nc(C2CCCCC2)nc2ccccc12)NCc1ccco1
 : -2, 10, 3, 1.1, 37, 13, 1, 22, -3
COc1cc(-c2nc(-c3ccc4c(c3)-c3ccccc3S4(=O)=O)c(-c3ccccc3)[nH]2)cc(OC)c1O
 : 13, 77*, 31, 21, 27, -3, 7, 15, 4
CC(=O)Nc1ccc(/C(C)=N/NS(=O)(=O)c2ccccc2)cc1
 : -3, 0, 6, -1.2, 4, -3, 4, -5, -4
CN(c1nc2ccccc2n2c(C3CC3)nnc12)S(=O)(=O)c1ccccc1
 : 5, 6, 16, 1.9, 10, -6, 2, 1, -5
CC(C)NC(=S)N/N=C/c1c[nH]c2ccccc12
 : 1, -39, 36, 1.4, 56*, 32, 2, 22, 1
CCn1c(SCC(=O)N2CCCc3ccccc32)nc2ccccc2c1=O
 : 1, 14, 0, -1.0, 10, -59, -2, 29, 2
N#CC1(NC(=O)COC(=O)Cn2[nH]c(=O)c3ccccc3c2=O)CCCCC1
 : 0, 17, -20, 1.2, -13, 0, 1, 16, -3
CN(Cc1cnn(C)c1)C(=O)C1CCCCC1C(=O)O (stereo not drawn)
 : -1, -10, 4, 3.2, 8, -5, 0, 3, 2
COc1ccc(CCOC2OC(CO)C(OC(=O)/C=C/c3ccc(O)c(OC)c3)C(O[C@H]3O[C@@H](C)[C@H](O)[C@@H](O)[C@H]3O)C2O)cc1O (stereo partly drawn)
 : -3, -29, 12, -1.1, 11, 1, 0, 3, -2
Clc1ccc(-c2csc(N3CCC(c4ccccc4)C3)n2)cc1 (stereo not drawn)
 : -1, -192, 26, 2.5, 22, 12, 4, 8, -1
CCNc1nc(NCC)n2c(SCC(=O)N3CC4(C)CC3CC(C)(C)C4)nnc2n1 (stereo not drawn)
 : 2, -14, 13, 0.7, 5, 2, -1, 8, -1
Cc1csc(SCC(=O)NC(=O)NC(C)C)n1
 : -2, 15, 9, -1.4, 17, 0, -1, 20, -1
Cn1nnnc1SCC(=O)NC(=O)Cc1ccccc1
 : 0, -3, 0, -1.2, 4, -10, 2, 7, 2
O=C(c1ccccc1F)N1CCC(N2CCCCCC2)CC1
 : -4, -5, 11, -2.3, 9, -13, -1, -7, -2
CCCn1cc(S(=O)(=O)CC(=O)Nc2ccc(OCC)cc2)c2ccccc21
 : -1, 37, 11, 1.5, 29, 18, -1, -1, 9
CCOC(=O)C(C)Sc1nnc(NC(=O)c2cccc([N+](=O)[O-])c2C)s1 (stereo not drawn)
 : -2, 13, 19, -1.5, 18, 7, 0, 14, 2
O=c1cc(/C=C/c2cccs2)[nH]c2ccccc12
 : -1, 18, 7, 0.3, 33, 21, -2, 8, -2
FC(F)Oc1ccc(/C=N/n2c(Cc3ccc(Br)cc3)n[nH]c2=S)cc1
 : 1, 4, 29, -0.6, 51*, 31, -2, 26, 1
COc1ccc(S(=O)(=O)N(Cc2cccs2)C2CCCC2)cc1
 : -3, -7, 19, 1.8, 35, 7, 1, 20, -2
CC(=O)N1CCN(c2nc3cc4c(cc3nc2NS(=O)(=O)c2ccccc2)OCCO4)CC1
 : -2, 7, 18, -0.8, 11, 6, -1, 1, -4
OCCNCCOc1ccc(Cl)c(Cl)c1
 : 0, 22, -5, 3.2, 12, -2, -4, 0, 3
C=CCn1c(=S)[nH]c2cc(C(=O)NCCc3ccc(S(N)(=O)=O)cc3)ccc2c1=O
 : -1, 9, 0, 1.0, -1, -10, -2, 14, -2
Fc1ccc(CN(Cc2ccccc2)C(c2cccs2)c2nnnn2C2CCCCC2)cc1 (stereo not drawn)
 : -1, 23, 31, 7.9, 20, -4, 3, 17, -1
CC(C)OC(=O)CC1C(=O)NCCN1C(=S)NC(=O)c1cccs1 (stereo not drawn)
 : -1, -5, 1, 1.8, 2, 0, -5, 2, 3
COc1cccc2[nH]c(C(=O)NCCc3ccccc3)cc12
 : -1, -36, 9, 7.9, 17, 8, 3, 27, 0
Cc1ccc(C(=O)C(C)OC(=O)CN2C(=O)NC3(CCCC3)C2=O)cc1C (stereo not drawn)
 : -2, 7, 4, -1.9, 7, 1, -1, 20, -2

# A draw from above in order of molecular weight, smallest number first:
# Values run as follows: UPR XBP1 act, Mdm2-MdmX inh, tim10-1 inh, CHOP UPR activ, tim23-1 inh, TIM10 inh, GRIN3A LBD mod, NALP3 yeast inh, APJ agonist
O=c1cc(/C=C/c2cccs2)[nH]c2ccccc12
 : -1, 18, 7, 0.3, 33, 21, -2, 8, -2
Cc1csc(SCC(=O)NC(=O)NC(C)C)n1
 : -2, 15, 9, -1.4, 17, 0, -1, 20, -1
Cn1nnnc1SCC(=O)NC(=O)Cc1ccccc1
 : 0, -3, 0, -1.2, 4, -10, 2, 7, 2
COc1cccc2[nH]c(C(=O)NCCc3ccccc3)cc12
 : -1, -36, 9, 7.9, 17, 8, 3, 27, 0
O=C(c1ccccc1F)N1CCC(N2CCCCCC2)CC1
 : -4, -5, 11, -2.3, 9, -13, -1, -7, -2
CC(C)OC(=O)CC1C(=O)NCCN1C(=S)NC(=O)c1cccs1 (stereo not drawn)
 : -1, -5, 1, 1.8, 2, 0, -5, 2, 3
Cc1ccc(C(=O)C(C)OC(=O)CN2C(=O)NC3(CCCC3)C2=O)cc1C (stereo not drawn)
 : -2, 7, 4, -1.9, 7, 1, -1, 20, -2
CCOC(=O)C(C)Sc1nnc(NC(=O)c2cccc([N+](=O)[O-])c2C)s1 (stereo not drawn)
 : -2, 13, 19, -1.5, 18, 7, 0, 14, 2
FC(F)Oc1ccc(/C=N/n2c(Cc3ccc(Br)cc3)n[nH]c2=S)cc1
 : 1, 4, 29, -0.6, 51*, 31, -2, 26, 1
C=CCn1c(=S)[nH]c2cc(C(=O)NCCc3ccc(S(N)(=O)=O)cc3)ccc2c1=O
 : -1, 9, 0, 1.0, -1, -10, -2, 14, -2
CC(=O)N1CCN(c2nc3cc4c(cc3nc2NS(=O)(=O)c2ccccc2)OCCO4)CC1
 : -2, 7, 18, -0.8, 11, 6, -1, 1, -4

# (listing goes on)
# Values run as follows: UPR XBP1 act, Mdm2-MdmX inh, tim10-1 inh, CHOP UPR activ, tim23-1 inh, TIM10 inh, GRIN3A LBD mod, NALP3 yeast inh, APJ agonist
CC(OC(=O)c1ccco1)C(=O)Nc1nc(-c2ccccc2)cs1 (stereo not drawn)
 : 0, -42, 11, -0.5, 46, 25, 0, -11, 1
COc1ccc(N(CC(=O)NC2CCCC2)C(=O)CCC(=O)Nc2nc(C)cs2)cc1OC
 : 5, 6, -20, 3.9, 1, 3, -1, 13, -3
O=C(Cc1ccc(Cl)cc1)Nc1cccc(C(=O)Nc2ccccc2C(=O)O)c1
 : -7, 4, -1, -1.3, 8, 10, 13*, 10, -2
CCSC1=C(C#N)C2(CCCCC2)C(C#N)C(=O)N1 (stereo not drawn)
 : -2, -21, 11, 2.0, 6, 5, -1, -10, -3
COc1cc(C=O)ccc1OCC(=O)NC(C)(C)C
 : -2, -19, 10, -4.0, 3, -6, 0, 12, -3
Cc1ccc(Cc2cnc(NC(=O)/C(C#N)=C/c3ccc(-c4ccc([N+](=O)[O-])cc4)o3)s2)cc1
 : 136*, 58*, 9, 123*, 2, 3, -4, -6, -11
O=C1Nc2ccccc2C(O)(C(=O)N2CCCCC2)N1c1ccccc1 (stereo not drawn)
 : -3, 7, -7, 0.7, -4, 2, 2, 11, -1
CC1=C(C(=O)Nc2ccccc2C(=O)N2CCC(C)CC2)SCCO1
 : -1, -7, 24, 0.4, 19, 13, 2, -6, 6
Cc1cc(OCn2ccc(C(=O)O)n2)ccc1Cl
 : 0, 21, 1, -0.9, 0, -1, -1, -1, -3
Cc1cccc(NC(=O)c2nc[nH]c2C(=O)N[C@@H](CC(C)C)C(=O)OC(C)(C)C)c1
 : 2, 34, 24, 0.7, 41, 17, -30, 27, 4
Cc1ccc(N2CC(NS(=O)(=O)c3cc(F)ccc3F)CC2=O)cc1C (stereo not drawn)
 : -4, -26, 21, -1.2, 19, 9, 2, -5, 1
CCOC(=O)N1CCC(NC(=O)CN(C)S(=O)(=O)c2cc3c(cc2Cl)NC(=O)CO3)CC1
 : -1, -19, -23, -1.3, -1, -9, 0, 4, 1
CC(C)CNC(=O)C(=O)NN=C1CCCCCC1
 : -1, -30, 9, 4.0, 18, -16, 1, 13, 4
Cc1cccc(C(=O)N(c2ccccn2)C(C)c2ccco2)c1 (stereo not drawn)
 : 1, 10, 10, 1.3, 25, 10, -2, 26, -2
CN(CC(=O)Nc1sccc1C#N)C1CCCCC1
 : 0, 10, 19, -1.6, -9, -4, -2, 9, 1
CCN1C(=O)[C@H]2[C@@H](c3ccc(Cl)cc3)N3C(=O)CN(CCOC)C(=O)[C@@]3(C)[C@H]2C1=O
 : -3, 16, 13, 3.2, 6, -9, 0, 8, 0
O=C(O)/C=C/C(=O)N1CCN(Cc2ccc3c(c2)OCO3)CC1
 : -5, -6, -9, -0.6, 6, 10, -2, 11, -2
Cc1cccc(C)c1-n1c(C)cc(/C=N/NC(N)=S)c1C
 : 6, 44, 25, -0.8, 32, 30, 2, 8, -5
O=C(NCC1CCCO1)/C(=C\c1ccccc1F)NC(=O)c1ccccc1 (stereo not drawn)
 : -4, 6, 0, 0.1, -8, -7, 1, -5, -9
CN(Cc1ccc(F)cc1)S(=O)(=O)c1nnc(NC(=O)c2ccccc2)s1
 : 1, 10, 7, 0.9, 12, 11, 4, -5, 0
Cc1cc(C)n(-c2nc3c(c(=O)[nH]c(=O)n3C)n2C(C)C)n1
 : -1, 17, 9, -1.5, 10, 0, 1, 2, -3
O=[N+]([O-])c1ccccc1S(=O)(=O)N(CC1CO1)c1ccccc1 (stereo not drawn)
 : 2, 3, 26, 0.4, 24, 3, -1, 12, -1

# Bioassay records (PubChem BioAssay)
